# BoNT A protease = blocks Botulinum neurotoxin A light chain protease; multiplex microsphere protease substrate cleavage, flow cytometry; inhibition, % at 10 µM; 360,000 compounds, 0.17% hits; AID 588499; further: plate controls were buffer without enzyme for full effect and enzyme alone for no effect
# Y pestis TopoI = inhibitors of Yersinia pestis topoisomerase I. Y. pestis Topo-I cleavage product accumulation, plate reader. AID 504884. activity, % at 10 µM. 360,000 compounds, 0.064% hits; in the data active means activity above about 50%, passing the limit was not always enough; inconclusive means no clear call, values can overlap the other calls; further: inactives centre near 2
# PrPC surface inh = inhibitors of human cell surface prion protein PrPC; P04156; TR-FRET read-out; inhibition, % at 13.8 µM; 370,000 compounds, 0.43% hits; in the data active means inhibition above about 24%; further: 0% = median of the test wells and 100% = reference compound wells
# Anthrax LF prot = blocks Bacillus anthracis lethal factor protease; P15917; multiplex microsphere protease cleavage assay, LF; inhibition, % at 10 µM; 360,000 compounds, 0.12% hits; AID 588501; further: plate controls were buffer without enzyme for full effect and enzyme alone for no effect
# Target sequence (P15917 whole entry, looked up): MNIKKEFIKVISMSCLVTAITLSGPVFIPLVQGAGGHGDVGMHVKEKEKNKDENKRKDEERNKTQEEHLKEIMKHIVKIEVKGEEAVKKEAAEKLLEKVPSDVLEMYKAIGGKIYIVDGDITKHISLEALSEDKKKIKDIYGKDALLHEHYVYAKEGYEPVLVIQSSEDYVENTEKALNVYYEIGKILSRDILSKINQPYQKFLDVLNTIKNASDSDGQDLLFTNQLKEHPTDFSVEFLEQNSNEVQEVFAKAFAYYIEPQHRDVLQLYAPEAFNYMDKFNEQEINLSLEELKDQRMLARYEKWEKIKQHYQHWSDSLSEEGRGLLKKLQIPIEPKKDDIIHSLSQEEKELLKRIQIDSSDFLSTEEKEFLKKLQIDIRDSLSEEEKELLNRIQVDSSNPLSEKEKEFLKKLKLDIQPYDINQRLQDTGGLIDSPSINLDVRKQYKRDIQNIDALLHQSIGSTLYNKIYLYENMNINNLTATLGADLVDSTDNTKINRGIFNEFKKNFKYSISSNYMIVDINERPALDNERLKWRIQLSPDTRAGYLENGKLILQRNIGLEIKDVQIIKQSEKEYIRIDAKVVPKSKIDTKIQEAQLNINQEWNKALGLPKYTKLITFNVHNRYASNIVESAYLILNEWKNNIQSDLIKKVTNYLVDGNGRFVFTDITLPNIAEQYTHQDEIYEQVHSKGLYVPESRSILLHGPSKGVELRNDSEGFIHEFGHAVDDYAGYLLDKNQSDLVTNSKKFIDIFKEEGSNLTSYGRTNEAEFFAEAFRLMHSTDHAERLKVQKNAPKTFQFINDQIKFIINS
# BH1578 lux ind = quorum light induction in luxS cqsA deficient V. cholerae | V. cholerae BH1578 lux reporter, luminescence, 6 h | activation, % at 18.7 µM | 350,000 compounds, 0.16% hits; in the data active means activation mostly above about 9.7%, no sharp cut-off; inconclusive means no clear call, values can overlap the other calls; inactive means mostly below about 3.7%; further: not every result past the cut was called active; inactives centre near 0; reference of the scale not given here
# PfHsp40 yeast = rescue of PfHsp40-mediated yeast toxicity. S. cerevisiae expressing PfHsp40, growth rescue, ATP luminescence. AID 504582. growth rescue, % at 12.5 µM. 340,000 compounds, 0.68% hits; in the data active means growth rescue above about 28%, passing the limit was not always enough; inconclusive means no clear call, values can overlap the other calls;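 further: yeast W303a lacking pdr1 and pdr3 grown in galactose medium; growth measured after three days at 30 °C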
# 3CLpro inhibitor = SARS-CoV 3CLpro protease inhibition; recombinant SARS-CoV 3CLpro, quenched FRET peptide cleavage; inhibition, % at 6 µM; 290,000 compounds, 0.14% hits; AID 1706; in the data active means inhibition above about 12%
# TcdB inh = inhibitors of Clostridioides difficile toxin B glycohydrolase; AID 652162; 350,000 compounds, 0.24% hits; P18177; inhibition, % at 9.99 µM; TcdB glycohydrolase enzymatic assay, plate reader; in the data active means inhibition above about 10%
# PriA SSB inh = K. pneumoniae PriA-SSBct interaction inhibition. 430,000 compounds, 0.6% hits. AID 1272365. inhibition, % at 33 µM. AlphaScreen SSBct-PriA binding, biotinylated peptide; in the data active means inhibition mostly above about 37%, no sharp cut-off; inactive means mostly below about 20%;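 further: plate controls were negative control peptide for no effect and reference peptide for full effect; strong numbers were not always called active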
# Active calls of the source: *; i = inactive; ? = inconclusive; . = no result given; & = joins results of further samples. Unless noted, no stated cut-off is given here; in the data, active means inhibition above about 30%; inconclusive means no clear call, values can overlap the other calls; inactive means below that. A portion of the library; count on the stated rates, not on these rows.
SMILES,BoNT A protease,Y pestis TopoI,PrPC surface inh,Anthrax LF prot,BH1578 lux ind,PfHsp40 yeast,3CLpro inhibitor,TcdB inh,PriA SSB inh
O=C1CCC([N+](=O)[O-])C(c2ccc(Cl)cc2Cl)N1 (stereo unspecified),-0.2,4,2,2,i,-2.9,2,.,-18
O=C(CSc1nc(C(F)(F)F)cc(=O)[nH]1)N1CCCCCC1,-0.4,2,2,-2,-0.9,1.8,.,3.1,5&-15
COc1ccc(CCNC(=O)c2ccccc2OCc2c(C)noc2C)cc1,-1.1,20,2,-12,-2.5,-0.4,.,-3.8,-7
CCn1c(COc2ccccc2OC)nnc1SCC#N,-0.8,1,3,-13,-0.3,-1.1,0,.,-18
Cc1nnc(SCCC(C)C)[nH]c1=O,0.5,4,-2,7,i,-0.8,4,.,-8
CCN1CCN(c2ccc(S(=O)(=O)N3CCCCC3)cc2NC(=O)/C=C/c2cccc(OC)c2OC)CC1,0.4,-13,-6,-2,-0.2,0.2,-3,1.0,8
COc1ccc(S(=O)(=O)Nc2ccncc2)c(C)c1C,0.9,4,1,-2,-0.4,1.3,-2,0.7,-4
Clc1ccc2nc(-c3ccco3)c(Cc3ccccc3)n2c1,5.5,.,8,10,.,.,.,-0.1,.
Cc1ccc(Sc2ncccc2C(=O)O)c(C)c1,-0.3,-4,1,-1,0.7,-1.1,-7,.,-4
CCOC(=O)c1[nH]c2ccccc2c1NC(=O)COC,0.4,4,1,2,-0.3,-0.1,2,-2.7,-10
COc1ccc(-n2c(SCC(=O)Nc3ccc(NC(C)=O)cc3)nc3ccccc3c2=O)cc1,-0.7,20,-4,6,i,0.2,0,0.8,-1
COc1ccc(C(=O)OCC(=O)NCCc2ccc(F)cc2)cc1S(=O)(=O)N1CCOCC1,-0.6,4,-10,-5,i,0.7,.,0.6,1
O=C(N/N=C/c1ccc2nccnc2c1)c1cccc([N+](=O)[O-])c1,-0.2,-2,-4,-3,0.0,-0.4,1,0.9,.
O=C(NCc1ccco1)C1CCCN1C(=O)Nc1ccccc1 (stereo unspecified),-1.3,4,-1,0,-0.3,-2.2,1,1.5,-9
Fc1cccc(CSc2ccc(-c3ccco3)nn2)c1,-0.8,3,18,0,-0.2,-0.1,-2,.,-14
O=C(Nc1nccs1)c1ccc(Cl)c([N+](=O)[O-])c1,1.0,-3,-40,-3,-2.4,-0.6,1,2.2,2
CSc1ccc(/C=C(\NC(=O)c2ccco2)C(=O)N2CCCCC2)cc1,1.2,23,2,-2,i,-0.1,-1,0.9,-8
COc1cccc(C(=O)N=c2sc3cc(S(C)(=O)=O)ccc3n2C)c1,-0.8,-1,2,-7,-0.2,-1.5,-1,0.5,-5
O=C(/C=C/c1ccc(Cl)cc1Cl)NCc1ccco1,-0.4,9,-7,-6,i,0.2,6,.,-9
O=C(CS(=O)(=O)c1ccccc1)Nc1cccnc1,0.3,-4,-5,-4,-0.5,-1.0,3,-0.1,-20
Cc1ccc(C)c(S(=O)(=O)N2CCN(C(=O)Cn3c(=O)cnc4ccccc43)CC2)c1,2.1,15,-5,-2,0.9,-0.3,.,1.8,-10
O=C(Nc1ccc(N2CCCC2)c(Cl)c1)c1ccccc1[N+](=O)[O-],1.5,-8,0,-1,-0.3,-0.7,-3,1.9,-12
O=C(COC(=O)c1ccc(Br)o1)Nc1nc2ccccc2s1,0.2,-1,5,-1,i,1.4,0,.,-4
CSc1nc(=NC(C)=O)ss1,0.5,3,2,-1,-2.0,-0.6,-8,.,-7
CNC(=O)CSc1nc(N)c2c3c(sc2n1)CCC3,-1.0,6,-1,-2,-12,-1.2,1,.,-2
O=C(c1cnn2ccccc12)N1CCN(C2CCCCC2)CC1,0.2,2,-2,3,-0.1,-1.1,-1,-1.6,-10
O=c1ccn([C@@H]2O[C@H](CNCc3ccc(-n4cccn4)cc3)[C@@H](O)[C@H]2O)c(=O)[nH]1,0.2,0,-5,-5,0.6,-1.1,.,-1.0,3
C/C(=N\NC(=O)c1ccccc1F)c1ccc(C#N)cc1,-0.1,-3,-1,0,i,0.8,0,1.2,.
O=C(CNC(=O)c1ccccc1Cl)c1ccccc1,-1.1,7,5,-3,-0.4,-0.9,5,0.9,-3
CC(C)n1c(=O)c(C=Nc2ccc(S(N)(=O)=O)cc2)c(O)n(Cc2ccco2)c1=O,-0.6,-9,-2,-2,i,-0.5,1,-0.8,0
Cc1nc(NC(=O)CSc2nc3cccnc3n2Cc2ccccc2)sc1C,-0.8,0,-5,1,-0.9,-0.2,2,.,-13
Cc1noc(C)c1COc1cccc(C(=O)OC(C)C(=O)Nc2ccc3c(c2)OCO3)c1 (stereo unspecified),3.8,16,7,0,-0.8,0.4,8,.,4
O=C(NCc1ccccc1)c1cccnc1Sc1ccccc1,0.3,1,11,-8,1.1,0.3,8,0.5,-10
COc1cc2c(cc1OC)CN(C(=O)c1cc(C3CC3)nn1-c1ccccc1)CC2,0.0,22,0,-4,-0.9,-1.2,.,2.0,2
CCCCn1c(N)c(N(CC(C)C)C(=O)c2c(-c3ccccc3)noc2C)c(=O)[nH]c1=O,-1.6,3,-8,0,i,0.1,.,0.9,4
O=C(NCc1cccnc1)c1csc([C@@H]2C[C@H](O)[C@@H](CO)O2)n1,0.1,4,-9,2,-0.3,.,.,-0.2,.

# Shown tab-delimited: entries from further up.
SMILES	BoNT A protease	Y pestis TopoI	PrPC surface inh	Anthrax LF prot	BH1578 lux ind	PfHsp40 yeast	3CLpro inhibitor	TcdB inh	PriA SSB inh
CNC(=O)CSc1nc(N)c2c3c(sc2n1)CCC3	-1.0	6	-1	-2	-12	-1.2	1	.	-2
O=C(c1cnn2ccccc12)N1CCN(C2CCCCC2)CC1	0.2	2	-2	3	-0.1	-1.1	-1	-1.6	-10
O=c1ccn([C@@H]2O[C@H](CNCc3ccc(-n4cccn4)cc3)[C@@H](O)[C@H]2O)c(=O)[nH]1	0.2	0	-5	-5	0.6	-1.1	.	-1.0	3
C/C(=N\NC(=O)c1ccccc1F)c1ccc(C#N)cc1	-0.1	-3	-1	0	i	0.8	0	1.2	.
O=C(CNC(=O)c1ccccc1Cl)c1ccccc1	-1.1	7	5	-3	-0.4	-0.9	5	0.9	-3
CC(C)n1c(=O)c(C=Nc2ccc(S(N)(=O)=O)cc2)c(O)n(Cc2ccco2)c1=O	-0.6	-9	-2	-2	i	-0.5	1	-0.8	0
Cc1nc(NC(=O)CSc2nc3cccnc3n2Cc2ccccc2)sc1C	-0.8	0	-5	1	-0.9	-0.2	2	.	-13
Cc1noc(C)c1COc1cccc(C(=O)OC(C)C(=O)Nc2ccc3c(c2)OCO3)c1 (stereo unspecified)	3.8	16	7	0	-0.8	0.4	8	.	4
O=C(NCc1ccccc1)c1cccnc1Sc1ccccc1	0.3	1	11	-8	1.1	0.3	8	0.5	-10
COc1cc2c(cc1OC)CN(C(=O)c1cc(C3CC3)nn1-c1ccccc1)CC2	0.0	22	0	-4	-0.9	-1.2	.	2.0	2
CCCCn1c(N)c(N(CC(C)C)C(=O)c2c(-c3ccccc3)noc2C)c(=O)[nH]c1=O	-1.6	3	-8	0	i	0.1	.	0.9	4
O=C(NCc1cccnc1)c1csc([C@@H]2C[C@H](O)[C@@H](CO)O2)n1	0.1	4	-9	2	-0.3	.	.	-0.2	.

# Further records.
SMILES,BoNT A protease,Y pestis TopoI,PrPC surface inh,Anthrax LF prot,BH1578 lux ind,PfHsp40 yeast,3CLpro inhibitor,TcdB inh,PriA SSB inh
CC(=O)NCCNc1nc2cc(-c3ccccc3)sc2c(=O)n1C,0.3,-3,-12,9,-0.3,.,.,3.2,.
COc1ccccc1-n1c(SCC(=O)O)nc2c(sc(=S)n2-c2ccc(Cl)c(C)c2)c1=O,1.2,0,1,4,i,1.5,6,13*,1
Cc1ncoc1C(=O)NCC1=C(c2ccc(S(C)(=O)=O)cc2)C[C@@H]2CC[C@H]1N2Cc1ccco1,0.0,-2,-8,-4,i,.,.,0.5,.
N#CC(=C=[N-])/C=C(\C(=O)c1ccccc1)[n+]1ccccc1,?,3,1,-14,0.7,0.2,2,2.1,-5
COc1ccc(S(=O)(=O)N(CC(=O)NN=C2CCN(C)CC2)c2cc(Cl)ccc2OC)cc1OC,-0.1,9,10,1,i,1.6,-6,-1.9,7
Nc1ccccc1C(=O)Nc1cccc(C(=O)O)c1,-0.4,2,-4,-8,i,-0.6,1,2.9,-7
Cc1ccc(C(=O)/C=C/c2cn(CC(O)CN3CCOCC3)c3ccccc23)cc1 (stereo unspecified),4.2,28,1,2,i,10,5,.,-7
COc1cccc(S(=O)(=O)N(C)C[C@@H]2Oc3cc(Br)ccc3S(=O)(=O)N([C@@H](C)CO)C[C@@H]2C)c1,-0.2,30,2,4,-0.4,.,.,1.0,.
COc1cc(NS(=O)(=O)c2ccc(Nc3nc(-c4cccc([N+](=O)[O-])c4)cs3)cc2)nc(OC)n1,0.6,-8,-11,0,-0.6,2.9,2,2.7,15
O=C(Cn1nnc(-c2ccc(Cl)cc2)n1)NCCC1=CCCCC1,-1.1,3,-2,-1,-0.2,0.0,2,1.1,-4
O=C(Cc1c[nH]c2ccccc12)NCc1ccco1,-0.1,4,21,-1,i,-0.3,1,-1.2,-6
CCN(CC)CCN1CCN(c2cnc(C)cn2)CC1,-0.1,-6,7,-4,-1.2,.,.,4.5,.
COc1ccc(-c2nnc3ccc(SCC(=O)Nc4nccs4)nn23)cc1OC,-0.6,-8,-6,-2,-0.2,1.6,2,0.3,-4
CC(O)Cc1cn([C@@H](CCCCNC(=O)OC(C)(C)C)C(=O)N2CCN(C(=O)OC(C)(C)C)CC2)nn1 (stereo partly specified),-0.4,3,3,-9,-0.5,-0.3,1,0.3,-12
Cc1cc(C(=O)NCC(=O)OCC(=O)NCCc2ccccc2)ccc1[N+](=O)[O-],0.0,0,5,0,i,-0.3,6,0.5,-5
Cc1cccc(C)c1NC(=O)COC(=O)CSc1nnc(N)s1,-1.3,-4,0,-2,3.8,-0.9,4,.,-8
Cc1cc(-c2ccccc2)nc(N2CCN(c3ccccn3)CC2)n1,-1.4,14,-2,-9,i,0.4,-3,0.4,-21
Cc1ccnc(N2CCC(C(=O)Nc3ccc4c(c3)OCO4)CC2)n1,0.0,-6,5,-6,-0.5,-1.1,1,.,-19
Cc1cnc(C(=O)Oc2c(C)ccc(C)c2C)cn1,-0.9,12,-9,8,i,-2.3,1,0.2,-2
CCCN1Cc2cccc(C(=O)NC(CC(=O)OCC)c3ccc(OCC)c(OC)c3)c2C1=O (stereo unspecified),-0.3,9,0,-1,i,0.8,-2,1.0,-7
O=C(O)c1ccc(CSc2nc3ccccc3c(=O)n2-c2ccccc2)cc1,1.3,5,7,-2,-0.6,1.1,0,-1.9,-22
Cc1cc(S(=O)(=O)Nc2ccc(C(=O)NCC(c3ccco3)N3CCCC3)cc2)ccc1F (stereo unspecified),-3.6,-2,13,-9,i,-1.2,3,0.3,-2
Cc1cccn2c(=O)c3cc(C(=O)NC4CCCC4)c(=N)n(CCc4ccccc4)c3nc12,14,2,-11,17,-0.5,-0.2,1,-0.9,-10
O=c1cc(-c2ccc(F)cc2)[nH][nH]1,-0.2,-2,0,-5,-0.2,15,3,.,-7
Cc1cccc(-n2cc3c(=O)n(C)c(=O)n(C)c3c2)c1,-2.7,7,-5,-13,i,-0.9,1,0.7,-1
CC(=NCCN1CCCCC1)c1c(O)[nH]c(=O)[nH]c1=O,-0.8,12,1,-1,i,-0.4,2,.,-8
O=C(/C=C/c1cccnc1)c1cc(F)ccc1O,0.4,5,1,-2,i,-1.2,1,0.4,-3
COc1ccc(CCC(=O)NNC(=O)Nc2ccc(C(C)C)cc2)cc1,2.2,3,8,1,-0.6,1.4,-3,0.2,-9
COc1ccc(/C=C/C(=O)N2CCCc3ccccc32)c(OC)c1,-0.3,20,-6,4,-0.6,15,1,-0.2,-8
O=[N+]([O-])c1ccc2oc(C(O)c3cccc(Cl)c3)cc2c1 (stereo unspecified),0.6,2,-7,10,3.0,10,5,1.9,-2

# Screens as filed in PubChem.
